Exocytosis inh = LAMP-1 surface exposure blockers, TALL-104 cells – cell-based, flow cytometry, MLPCN library, primary screen. TALL-104 LAMP-1 surface exposure; cells stimulated with thapsigargin and PMA. inhibition, % at 10 µM. AID 651702, 2012. 360,000 tested, 0.66% active;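 active = inhibition above about 55%, limit read from the data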
Peg3 prom inh = Peg3 promoter-driven luciferase inhibitors, primary screen, cell-based, HeLa, luciferase luminescence | HeLa PEG-Prom luciferase reporter, overnight | AID 588405, 2011 | inhibition, % at 20 µM | 360,000 tested, 1.7% active;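 active = inhibition of at least 50% at 20 µM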
aDG glyco up = activators of alpha-DG glycosylation, primary screen, uHTS, Pro5-aDG cells, AlphaScreen | activation, % at 10 µM | alpha-DG glycosylation AlphaScreen (IIH6); 0% Pro5, 100% B10-LARGE cell signal | 360,000 tested, 0.22% active;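 active = activation of at least 8% versus controls, or a plate z-score of at least 8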;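 note: Pro5 are CHO cells carrying HIG-tagged alpha-DG that lacks glycosylation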
HIF-2a inh = HIF-2a reporter inhibitors, primary screen, luminescence, 786-0 RCC cells | inhibition, % at 18.8 µM | 786-0 RCC cells HIF-2a reporter, luciferase luminescence, overnight | AID 624352, 2012 | 360,000 tested, 0.72% active;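 active = inhibition of the luminescence signal of 40% or more relative to plate controls, in a single-dose primary screen at 18.75 µM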
CaV13 ICDI inh = Primary screen for inhibitors of IQ motif and Ca2+-dependent inactivation inhibitor domain binding in CACNA1D, Förster resonance energy transfer in living cells, …. AID 743397. HEK cells, CFP/YFP FRET ICDI-IQ, plate reader, 10 min; percent FRET-ratio fall versus neutral wells. inhibition, % at 12.3 µM. 340,000 tested, 0.098% active;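 active = mean replicate inhibition of at least 30% and at least 1% of replicates passing that level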;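 note: 0% = median of the neutral control wells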
iPSC survival up = enhancers of single-cell hiPSC survival, primary screen, ATPlite luminescence. 100% = ROCK inhibitor wells, 0% = DMSO. survival enhancement, % at 20 µM. 360,000 tested, 0.044% active; in the data active = survival enhancement above about 18%;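 note: cells exposed to compounds for 16 hours before the ATP read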
Vif inh = HIV Vif self-association inhibitors, primary screen, imaging, HEK293T, single point; HEK293T cells, Vif self-association by quenched fluorescence, 24 h; inhibition, % at 7.49 µM; 340,000 tested, 0.35% active; AID 602346, 2012; in the data active = inhibition above about 50%, passing the limit was not always enough; note: some results filed as inactive read as strong as hits
NR2E3 ag-1 = NR2E3 agonists in two-hybrid cells, primary screen, cell-based, luminescence, CHO-S, Gal4-NCOR/VP16-NR2E3 | luciferase | inhibition of corepressor binding, % at 3.98 µM | 360,000 tested, 0.35% active | AID 602229, 2012;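 active = inhibition above the mean of all tested compounds plus 3 SD, cut at about 70% in these data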;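 note: 0% = DMSO with NR2E3 transfected cells and 100% = cells lacking NR2E3 construct; higher means lower luciferase signal from less NR2E3 corepressor binding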
Target sequence (Q9Y5X4 whole entry, looked up, the tested form may be a part): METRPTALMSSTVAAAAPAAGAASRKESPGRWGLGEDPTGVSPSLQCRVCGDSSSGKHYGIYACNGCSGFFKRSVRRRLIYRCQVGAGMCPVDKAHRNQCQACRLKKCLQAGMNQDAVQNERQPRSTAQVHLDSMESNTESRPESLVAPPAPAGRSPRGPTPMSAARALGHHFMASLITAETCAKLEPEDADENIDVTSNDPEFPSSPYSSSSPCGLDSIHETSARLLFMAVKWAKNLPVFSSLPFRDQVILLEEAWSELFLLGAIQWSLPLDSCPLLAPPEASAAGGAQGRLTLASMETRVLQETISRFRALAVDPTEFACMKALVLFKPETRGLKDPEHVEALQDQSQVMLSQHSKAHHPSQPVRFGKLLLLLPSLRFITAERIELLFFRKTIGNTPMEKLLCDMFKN
NR2E3 ag-2 = inhibitors of NR2E3-RetCOR corepressor binding, primary screen, NR2E3 agonist project, biochemical, TR-FRET, GST-NR2E3, biotin-RetCOR. Photoreceptor-specific nuclear receptor (Homo sapiens), Q9Y5X4. 1536-well. inhibition of corepressor binding, % at 4.78 µM. 320,000 tested, 0.12% active. AID 2300, 2010;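 active = percent inhibition above the cutoff of mean plus 3 SD of all tested compounds, set per screening campaign, cut at about 20% in these data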;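 note: 0% = DMSO wells and 100% = biotin wells as full block of FRET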
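Material: NR2E3–RetCOR corepressor complex / Incubation: Compound–protein incubation for 5 h at 4 °C / Dosing: compound at 4.8 µM, single dose / Detection: time-resolved FRET / Benchmarks: high control biotin, low control 0.6% DMSO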
PDI turbidity = inhibitors of human PDI, primary screen, biochemical, turbidity, single point, plate reader; 350,000 tested, 0.052% active; inhibition, % at 10 µM; Protein disulfide-isomerase (Homo sapiens), P07237; PDI insulin aggregation turbidity, A650, 90 min; AID 588391, 2011;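 active = mean inhibition across replicates of 30% or more, whatever share of single replicates reach that level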;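 note: absorbance from insulin aggregation driven by PDI reduction with DTT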
Target sequence (P07237 whole entry, looked up): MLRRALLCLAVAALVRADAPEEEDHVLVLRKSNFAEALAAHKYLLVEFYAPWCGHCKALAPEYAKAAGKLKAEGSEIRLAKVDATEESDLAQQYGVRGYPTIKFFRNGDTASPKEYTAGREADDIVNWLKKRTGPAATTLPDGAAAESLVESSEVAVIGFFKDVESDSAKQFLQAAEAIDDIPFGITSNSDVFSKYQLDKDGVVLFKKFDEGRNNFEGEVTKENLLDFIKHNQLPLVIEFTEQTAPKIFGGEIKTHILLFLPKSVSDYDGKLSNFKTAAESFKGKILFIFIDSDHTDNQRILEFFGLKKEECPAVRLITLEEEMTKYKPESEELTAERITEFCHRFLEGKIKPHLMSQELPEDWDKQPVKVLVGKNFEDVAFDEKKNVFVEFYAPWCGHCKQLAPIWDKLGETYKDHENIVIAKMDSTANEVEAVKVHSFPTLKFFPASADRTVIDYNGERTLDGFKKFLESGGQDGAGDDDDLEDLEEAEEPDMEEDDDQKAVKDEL
MITF TRPM1 inh = inhibitors of MITF-dependent TRPM1 promoter reporter, primary screen, cell-based, SK-MEL-5, single point, luciferase. SK-MEL-5 TRPM1 promoter luciferase, 24 h. inhibition, % at 12.5 µM. 330,000 tested, 0.83% active;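 active = mean inhibition across replicates of 60% or more, whatever share of single replicates reaches that level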; note: values of inactives mirror those of a sister screen read the other way
* hit, by the source's call; / = not tested or not shown.

#1 Cc1cccc(NC(=O)c2ccc(N3CCOCC3)c([N+](=O)[O-])c2)n1
#2 COc1ccccc1N1CCN(C(=O)CNC(=O)c2cn(-c3ccccc3OC)c(=O)c3ccccc23)CC1
#3 Cc1nc(N2CCN(C)CC2)c2c3c(sc2n1)CCCC3
#4 COC(=O)CN1C(=S)N(c2ccc(F)cc2)C(=O)C1CC(=O)Nc1ccc(OC)cc1 (stereo not given)
#5 CCN1C(=O)C(CC(=O)Nc2ccc(OC)cc2)N(CCCN2CCN(c3ccc(F)cc3)CC2)C1=S (stereo not given)
#6 CC1=C(C(=O)Nc2ccc(C(=O)NCCC(C)C)cc2)SCCO1
#7 COc1ccc(CCn2c(C)cc(C(=O)CSc3nnnn3-c3ccccc3)c2C)cc1OC
#8 COC(=O)CSc1nnc([C@H](CC(C)C)NC(=O)OC(C)(C)C)o1

compound no.	1	2	3	4	5	6	7	8
Exocytosis inh	-2	-5	2	34	5	-5	-5	0
Peg3 prom inh	-147	-78	22	2	48	-5	20	-11
aDG glyco up	0.0	0.2	0.0	-0.1	0.5	-0.1	0.0	0.0
HIF-2a inh	-198	-105	17	11	15	3	-7	16
CaV13 ICDI inh	7	-18	0	-5	6	-4	-10	/
iPSC survival up	-0.5	-0.1	-0.6	-0.1	0.4	-0.1	-2.6	-2.1
Vif inh	-1	-2	-3	0	0	6	/	24
NR2E3 ag-1	-71	-10	-18	-14	-4	-8	-20	-5
NR2E3 ag-2	-3	1	1	-1	1	1	3	2
PDI turbidity	-1	5	-2	0	2	-5	0	3
MITF TRPM1 inh	-73	-17	0	5	1	-10	25	22

#9 Cc1ccccc1-c1nc(S(=O)(=O)c2ccc(Br)cc2)c(NCc2cccnc2)o1
#10 CCN(CC)C(=O)Cn1cc(C(=O)C(=O)NCCc2c[nH]c3ccccc23)c2ccccc21
#11 CCOC(=O)c1c(CN2CCOCC2)n(-c2ccccc2)c2cc(Br)c(O)cc12
#12 O=C(COc1ccccc1[N+](=O)[O-])Nc1ccc2oc(=O)ccc2c1
#13 COCCNC(=O)C1CC(=O)N(C2CCCC2)C1 (stereo not given)
#14 CCS(=O)(=O)N1CCN(S(=O)(=O)c2ccc(S(=O)(=O)NC3CC3)cc2)CC1
#15 Cc1cc(C)cc(CSc2nnc(C)c(=O)[nH]2)c1
#16 N/C(=N\OC(=O)c1ccc(Br)cc1)c1cccc([N+](=O)[O-])c1

compound no.	9	10	11	12	13	14	15	16
Exocytosis inh	76*	0	9	-2	7	-18	1	3
Peg3 prom inh	21	1	32	-4	6	-3	8	-302
aDG glyco up	-0.4	0.1	0.1	-0.2	-0.1	0.0	-0.3	0.1
HIF-2a inh	17	16	24	-5	-16	5	15	-224
CaV13 ICDI inh	-7	-2	-3	/	-8	-4	-8	29
iPSC survival up	-1.8	0.1	5.8	-0.3	0.5	1.9	-1.4	0.0
Vif inh	-5	-2	8	5	-1	13	/	-1
NR2E3 ag-1	7	8	20	-24	2	22	-8	-27
NR2E3 ag-2	0	-1	-1	0	-2	1	-3	3
PDI turbidity	9	13	23	-5	3	-6	3	-3
MITF TRPM1 inh	-24	-1	10	-6	-4	-2	9	-46

#17 COc1ccc(N/C(C)=C2/C(=O)C(=O)N(CCO)C2c2ccc(Br)cc2)cc1 (stereo not given)
#18 O=C(/C=C/Nc1ccccc1C(=O)O)c1cccs1
#19 CC1CCCC(C)N1C(=O)COC(=O)/C=C/c1ccc(Br)o1 (stereo not given)
#20 Cc1noc(C)c1COC(=O)c1ccc(-c2nc3ccccc3s2)s1
#21 COc1ccc(Cl)cc1NC(=O)CN(C)C(=O)Cc1ccc2c(c1)CCC2
#22 COc1cccc(C(=O)NCCNC(=O)c2ccccn2)c1
#23 CCOC(=O)c1c(-c2ccccc2)csc1NC(=S)NC(=O)c1ccccc1
#24 CC1CC(C)CN(C(=O)COc2cccnc2[N+](=O)[O-])C1 (stereo not given)

compound no.	17	18	19	20	21	22	23	24
Exocytosis inh	0	0	0	-1	-3	-4	1	18
Peg3 prom inh	7	-70	-26	-217	-4	5	31	-4
aDG glyco up	-0.2	-0.1	0.1	0.0	-0.1	0.1	-0.1	0.0
HIF-2a inh	13	-124	-9	-199	3	8	6	17
CaV13 ICDI inh	/	-7	-6	/	/	-3	-7	-6
iPSC survival up	2.4	0.9	-0.6	0.5	0.7	-0.2	2.8	0.3
Vif inh	/	3	-1	/	2	8	1	3
NR2E3 ag-1	-3	-18	-44	-43	7	-26	-10	1
NR2E3 ag-2	-3	1	/	-2	1	2	-1	/
PDI turbidity	1	6	0	3	1	8	5	4
MITF TRPM1 inh	8	-26	0	-53	4	1	-1	0

#25 COc1ccc(-c2nnc(SCCOc3cccc(C)c3)n2N)cc1
#26 CN(Cc1ccccc1)C(=O)Cn1cccc1C(=O)c1ccccc1
#27 CC1Sc2ccc(S(=O)(=O)CCC(=O)N3CCN(c4cccc(Cl)c4)CC3)cc2NC1=O (stereo not given)
#28 Cc1c(Br)c([N+](=O)[O-])nn1CC(=O)Nc1ccc(C(C)C)cc1
#29 C/C(=N\NC(=O)c1cccc([N+](=O)[O-])c1)c1cccs1
#30 CCCCNC(=O)Nc1cc(C)on1
#31 COc1ccc(C(C#N)c2ccc(Cl)nn2)cc1 (stereo not given)
#32 O=C1C=C(N2CCOCC2)c2cccc3cccc1c23

compound no.	25	26	27	28	29	30	31	32
Exocytosis inh	-4	-1	-2	-2	0	1	-2	-7
Peg3 prom inh	-7	9	32	0	-112	-11	-3	-20
aDG glyco up	0.8	0.1	0.4	-0.1	0.1	-0.2	0.6	-0.2
HIF-2a inh	0	4	12	18	-189	13	5	-7
CaV13 ICDI inh	-4	-4	-5	-3	-3	-3	-6	-6
iPSC survival up	-1.5	-2.0	-0.3	-0.5	-0.5	-1.0	-0.2	-0.6
Vif inh	-6	-2	-19	-6	-2	-6	3	-5
NR2E3 ag-1	11	-4	48	17	-11	-1	-13	6
NR2E3 ag-2	-1	2	2	3	0	-1	2	/
PDI turbidity	0	-3	-6	-7	-3	-5	-9	8
MITF TRPM1 inh	-6	-10	15	-3	-22	-12	-9	/

A second format for part of the listing above:
nr	Compound	Exocytosis inh	Peg3 prom inh	aDG glyco up	HIF-2a inh	CaV13 ICDI inh	iPSC survival up	Vif inh	NR2E3 ag-1	NR2E3 ag-2	PDI turbidity	MITF TRPM1 inh
27	CC1Sc2ccc(S(=O)(=O)CCC(=O)N3CCN(c4cccc(Cl)c4)CC3)cc2NC1=O (stereo not given)	-2	32	0.4	12	-5	-0.3	-19	48	2	-6	15
32	O=C1C=C(N2CCOCC2)c2cccc3cccc1c23	-7	-20	-0.2	-7	-6	-0.6	-5	6	/	8	/
31	COc1ccc(C(C#N)c2ccc(Cl)nn2)cc1 (stereo not given)	-2	-3	0.6	5	-6	-0.2	3	-13	2	-9	-9
30	CCCCNC(=O)Nc1cc(C)on1	1	-11	-0.2	13	-3	-1.0	-6	-1	-1	-5	-12
29	C/C(=N\NC(=O)c1cccc([N+](=O)[O-])c1)c1cccs1	0	-112	0.1	-189	-3	-0.5	-2	-11	0	-3	-22
26	CN(Cc1ccccc1)C(=O)Cn1cccc1C(=O)c1ccccc1	-1	9	0.1	4	-4	-2.0	-2	-4	2	-3	-10
25	COc1ccc(-c2nnc(SCCOc3cccc(C)c3)n2N)cc1	-4	-7	0.8	0	-4	-1.5	-6	11	-1	0	-6

Later entries
#33 CSc1ccccc1-c1cnc(NC(C)=O)cn1
#34 COc1ccccc1C(=O)NC(=O)CSc1nnc(C)s1
#35 Cc1ccc(-n2c(=S)[nH]c3c(oc4ccccc43)c2=O)cc1C
#36 Cc1cccnc1NC1(C(F)(F)F)N=C2SCCN2C1=O (stereo not given)
#37 CCCCN(C)CCCNC(=O)c1ccc(N2CCCC2=O)cc1
#38 Cc1cc(NS(=O)(=O)c2ccc(NC(=O)c3cc4cc(Br)ccc4oc3=O)cc2)no1
#39 CC(C)CCOP(=O)(c1ccc(N(C)C)cc1)C(O)c1ccc(C(C)C)cc1 (stereo not given)
#40 COc1cc(C2C=C(Nc3ccccc3)C(=O)N2c2ccccc2)ccc1O (stereo not given)

compound no.	33	34	35	36	37	38	39	40
Exocytosis inh	0	-4	0	1	0	21	42	-5
Peg3 prom inh	-65	-5	-20	-4	4	-9	16	-28
aDG glyco up	-0.2	0.2	0.0	0.1	0.1	0.8	0.3	-0.1
HIF-2a inh	-69	2	-38	14	16	-2	19	-99
CaV13 ICDI inh	-6	-3	-4	-1	-6	-2	-4	-3
iPSC survival up	0.2	-0.3	-2.1	-0.3	0.7	3.8	-0.7	-1.3
Vif inh	/	-6	-24	2	/	-4	-2	-3
NR2E3 ag-1	-29	-12	-26	24	-6	-20	-11	-25
NR2E3 ag-2	/	5	43*	-3	2	0	3	1
PDI turbidity	-23	-8	-11	9	-5	0	-2	-43
MITF TRPM1 inh	/	-6	2	4	9	0	-9	-2

#41 CC(C)(C)N(Cc1ccccc1)C(=O)COC(=O)c1cccc([N+](=O)[O-])c1
#42 COc1ccccc1NC(=O)CSc1nc2nc(C)cc(C)c2c(=O)[nH]1
#43 Cc1ccc(NC(=O)COC(=O)Cn2ccc(C(F)(F)F)n2)cc1Cl
#44 O=C(/C=C/c1ccccc1)NC(NC(=S)Nc1cc(Cl)ccc1Cl)C(Cl)(Cl)Cl (stereo not given)
#45 COC(=O)c1cc(OC)c(OC)cc1NC(=O)c1cccc(C)c1
#46 COc1cccc(CNC(=O)CCC2CCCN(C(=O)c3ccoc3C)C2)c1 (stereo not given)
#47 COc1cccc(CNC(=O)COC(=O)C2CCN(c3ccc(C(F)(F)F)cn3)CC2)c1
#48 CCN(Cc1cc(OC)c(OC)c(OC)c1)C(=S)Nc1cccc(SC)c1
#49 CCC(=O)c1ccccc1OCCN1CCN(CC)CC1

compound no.	41	42	43	44	45	46	47	48	49
Exocytosis inh	7	-1	-3	9	-2	-5	-17	0	-1
Peg3 prom inh	4	7	11	5	-15	-9	-5	10	16
aDG glyco up	-0.1	-0.2	-0.1	-0.1	0.3	0.1	0.1	0.4	1.2
HIF-2a inh	14	-1	-7	-14	-10	-4	-2	16	12
CaV13 ICDI inh	-8	/	-3	-9	-5	-14	-4	-2	-6
iPSC survival up	-0.5	-4.1	0.2	-0.6	-1.3	-0.6	-2.2	0.7	0.3
Vif inh	7	6	-5	5	-6	0	6	-34	-1
NR2E3 ag-1	-17	2	1	-24	5	-16	-23	-6	-14
NR2E3 ag-2	1	5	0	3	-1	-3	1	0	5
PDI turbidity	-1	8	0	-12	-14	-2	14	10	-1
MITF TRPM1 inh	4	9	-1	-2	-1	2	7	10	-2

High-throughput results as filed in PubChem BioAssay.
